Chronic BCR inh = qHTS Assay to Find Inhibitors of Chronic Active B-Cell Receptor Signaling. ABC-DLBCL IkBa-CBG/CBR reporter, luminescence ratio, 4 h. Potency, µM (highest dose often 46.1 µM), inactives show top-dose ratio change, negative = lower green/red ratio, actives largely listed as inhibitors. 340,000 compounds, 0.05% hits. AID 493014, 2011; active = well fitted inhibition curve with a large enough effect in the signal ratio, with a control signal flat, not every such curve was filed as active; inconclusive = small, poorly fitted or top-dose-only effect, or effect the other way, or a change in a side signal; the % refers to the signal ratio;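 note: potency is the fitted concentration of half-maximal effect; plate controls were basal doxycycline-induced cells for no effect and cells given 10 µM MG132 for full effect; MG132 reads +100%, hits lower the ratio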
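Compounds up to 46 uM were incubated four hours with TMD8 cells whose green CBG68 luciferase is fused to IkappaBalpha; red CBR luminescence normalised the signal, and concentration-effect curves were fitted to fusion, red and ratio data.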
PKM2 act = qHTS Assay for Activators of Human Muscle isoform 2 Pyruvate Kinase; Potency, µM (top dose mostly 57.5 µM), inactives show at the top dose activation, hits mostly activators; 260,000 compounds, 0.34% hits; purified PKM2, Kinase-Glo ATP luminescence, activation; response scale: 0% is enzyme alone, no compound; note: potency is the fitted concentration of half-maximal effect; % is set by controls: 0 for no effect and ±100 for the full control effect; nearly all actives have a fitted effect of over 55% in size
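Purified hPK-M2 (>95% pure) converted ADP (0.1 mM final) to ATP with 0.5 mM PEP in 50 mM imidazole pH7.2, KCl, MgCl2, Tween 20, BSA; 1 h at room temperature. ATP detected by Kinase-Glo luminescence.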
KCNH2 WT inh = qHTS for Inhibitors of KCHN2 3.1: Wildtype qHTS; U2OS, BacMam KCNH2, thallium flux FluxOr; active compounds read low; activity change, % at 1.84 µM; 340,000 compounds, 0.37% hits;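 active = maximum activity change below -70%; inconclusive = maximum activity change between -70% and -50%; inactive = maximum activity change above -50%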; note: % is set by controls: 0 for no effect and ±100 for the full control effect
Target sequence (Q12809 whole entry, looked up): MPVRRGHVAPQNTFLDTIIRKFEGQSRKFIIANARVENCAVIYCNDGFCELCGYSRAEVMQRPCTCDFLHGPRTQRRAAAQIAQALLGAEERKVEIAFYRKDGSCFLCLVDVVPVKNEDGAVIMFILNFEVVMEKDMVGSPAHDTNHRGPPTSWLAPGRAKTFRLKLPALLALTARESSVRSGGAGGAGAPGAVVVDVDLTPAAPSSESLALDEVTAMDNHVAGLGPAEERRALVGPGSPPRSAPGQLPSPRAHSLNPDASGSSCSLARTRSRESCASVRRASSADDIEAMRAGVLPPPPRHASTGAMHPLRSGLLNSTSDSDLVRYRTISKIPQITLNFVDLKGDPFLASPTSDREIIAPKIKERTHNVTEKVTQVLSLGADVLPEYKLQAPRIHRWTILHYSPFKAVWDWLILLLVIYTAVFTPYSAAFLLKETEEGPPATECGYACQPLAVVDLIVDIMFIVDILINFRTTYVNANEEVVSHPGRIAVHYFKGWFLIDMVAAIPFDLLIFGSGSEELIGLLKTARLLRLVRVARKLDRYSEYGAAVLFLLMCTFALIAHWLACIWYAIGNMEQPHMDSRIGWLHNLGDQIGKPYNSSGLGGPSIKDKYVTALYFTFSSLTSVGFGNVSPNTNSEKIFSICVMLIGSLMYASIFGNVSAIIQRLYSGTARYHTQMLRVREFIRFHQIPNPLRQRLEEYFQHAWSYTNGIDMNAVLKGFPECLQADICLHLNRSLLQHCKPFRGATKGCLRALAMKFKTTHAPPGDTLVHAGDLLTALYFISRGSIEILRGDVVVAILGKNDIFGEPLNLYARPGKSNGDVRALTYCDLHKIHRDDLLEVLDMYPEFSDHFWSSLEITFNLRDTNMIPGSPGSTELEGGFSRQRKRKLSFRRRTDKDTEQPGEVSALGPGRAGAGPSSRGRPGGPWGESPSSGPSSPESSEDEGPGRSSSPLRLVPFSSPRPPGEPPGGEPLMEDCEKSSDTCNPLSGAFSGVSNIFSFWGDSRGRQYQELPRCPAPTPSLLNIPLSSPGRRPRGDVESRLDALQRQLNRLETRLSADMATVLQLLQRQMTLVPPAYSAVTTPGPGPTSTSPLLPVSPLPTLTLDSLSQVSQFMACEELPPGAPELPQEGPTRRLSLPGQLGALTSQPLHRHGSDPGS
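U2OS cells transduced with wild-type KCNH2 virus are loaded with FluxOr dye for 45 min, and thallium flux is measured in kinetic reads before and after stimulation buffer. Rate constants are normalized to DMSO controls.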
USP2a inh = qHTS Assay for Inhibitors of Ubiquitin-specific Protease USP2a Using CHOP2 as the Reporter; USP2 core, Ub-CHOP2 coupled fluorogenic reporter, 485/531; Ubiquitin carboxyl-terminal hydrolase 2 (Homo sapiens), O75604; Potency, µM (titrated, usually from 38.3 µM), for the others: at the highest dose activity change, negative = inhibition, most hits filed as inhibitors; 330,000 compounds, 0.01% hits;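 note: potency is the fitted concentration of half-maximal effect; plate controls were DMSO wells for no effect and full inhibition by NEM control for full effect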
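Cell-free coupled assay: 10nM USP2 core preincubated 30min RT with compound in Tris-HCl pH 8.0/CaCl2/CHAPS buffer, then 25nM Ub-CHOP2 and 25nM reporter substrate; fluorescence (Ex 485/Em 531) read after 60min RT, normalized to NEM inhibition, concentration-response curves fitted.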
Menin MLL FP TR = qHTS Assay for Inhibitors Targeting the Menin-MLL Interaction in MLL Related Leukemias: Competition With Texas Red Labeled MLL-derived Mutant Peptide | Menin + Texas Red MLL mutant peptide, fluorescence polarization | Potency, µM (top dose mostly 61.6 µM), without a hit: at the highest dose FP activity change, negative = inhibition, actives largely listed as inhibitors | 270,000 compounds, 0.23% hits | AID 1768, 2009; active = well fitted inhibition curve with a large enough effect in the polarisation, with a control signal flat, not every such curve was filed as active; inconclusive = small, poorly fitted or top-dose-only effect, or effect the other way, or a change in a side signal; inactive = no such curve, though single readings can be large or run the other way; the % refers to the polarisation; note: potency is the fitted concentration of half-maximal effect; % of control where 0% means no effect; many of its hits are not listed in these tables
MBNL1-CUG inh = qHTS Assay for Inhibitors of MBNL1-poly(CUG) RNA binding; Muscleblind-like protein 1 (Homo sapiens), Q9NR56; TR-FRET MBNL1-His/biotin-(CUG)12 binding, 665/545 ratio; Potency, µM (titrated, usually from 57.5 µM), for the others: at the highest dose activity change, negative = inhibition, usual class: inhibitors; 280,000 compounds, 0.036% hits; AID 2675, 2010; active = well fitted inhibition curve with a large enough effect in the signal ratio, with a control signal flat, not every such curve was filed as active; inconclusive = small, poorly fitted or top-dose-only effect, or effect the other way, or a change in a side signal; inactive = no such curve, though single readings can be large or run the other way; the % refers to the signal ratio; note: potency is the fitted concentration of half-maximal effect; % is set by controls: 0 for no effect and ±100 for the full control effect
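Inhibition of protein-RNA binding appears as loss of TR-FRET between terbium anti-His antibody on MBNL1-His and streptavidin-XL665 on biotin-(CUG)12. Activity is normalized to buffer-only and uninhibited-complex controls.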
TSHR antagonist = Antagonists of the Thyroid Stimulating Hormone Receptor: HTS campaign. TSHR-expressing cells, TSH-stimulated cAMP HTRF, 2 h; active compounds read low. 330,000 compounds, 0.2% hits. activity change, negative = inhibition, % at 11.5 µM. AID 504810, 2011. Thyrotropin receptor (Homo sapiens), P16473;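 active = activity change below a set negative limit, meaning inhibition stronger than a set level, cut at about -70% in these data; inconclusive = activity change between two set negative limits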; note: % is set by controls: 0 for no effect and ±100 for the full control effect
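Read-out is FRET at 665 nm (cryptate excitation 337 nm) from a cryptate-tagged anti-cAMP antibody, competed by cell cAMP against cAMP-d2. Compounds are tested on freshly harvested TSHR cells challenged with 4nM TSH (EC80) for 2 hours at 37 deg C.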
Mito fusion yeast = qHTS Assay for Small Molecule Inhibitors of Mitochondrial Division or Activators of Mitochondrial Fusion. S. cerevisiae fusion-defective mutant growth rescue, CellTiterGlo 48 h. Potency, µM (doses to about 46.1 µM), for inactives: at the highest dose growth rescue (activation), usual class: activators. 320,000 compounds, 0.23% hits. AID 485298, 2010;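 note: potency is the fitted concentration of half-maximal effect; % of control where 0% means no effect; nearly all actives have a fitted effect of over 45% in size; temperature-sensitive fusion mutants such as fzo1-1 at 37 °C on non-fermentable ethanol glycerol medium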
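Temperature-sensitive fusion-defective S. cerevisiae (e.g. fzo1-1, mgm1-5) were grown with compound in YPEG medium (3% ethanol, 3% glycerol) for 48 hours at 37C. Growth rescue was measured as viability by CellTiterGlo luminescence after 10 minutes at ambient.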
GALK inh = qHTS Assay for Inhibitors of Human Galactokinase (GALK) | P51570 | Purified GALK, Kinase-Glo residual ATP luminescence | Potency, µM (series often up to 57.5 µM), without a hit: at the top dose activity change, negative = inhibition, hits mostly inhibitors | 270,000 compounds, 0.007% hits | AID 1868, 2009; note: potency is the fitted concentration of half-maximal effect; % is set by controls: 0 for no effect and ±100 for the full control effect
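Kinase-Glo Plus luminescence measured ATP left after a 1 h room-temperature reaction. The reaction used 5 nM GALK, 100 uM galactose and 35 uM ATP at pH 8.0 (20 mM HEPES, 5 mM MgCl2, 60 mM NaCl, 1 mM DTT, 0.01% BSA).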
Eya2 phos inh = qHTS Assay for Inhibitors of the Phosphatase Activity of Eya2. Protein phosphatase EYA2 (Homo sapiens), O00167. 330,000 compounds, 0.006% hits. recombinant Eya2, OMFP fluorescence dephosphorylation (OMFP is methylfluorescein phosphate). Potency, µM (highest dose often 76.9 µM), for inactives: at the top dose activity, negative = inhibition, actives largely listed as inhibitors; note: potency is the fitted concentration of half-maximal effect; % is set by controls: 0 for no effect and ±100 for the full control effect
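Eya2 protein (added as 0.2 uM solution) was preincubated with compound for 10 min at ambient temperature in 50 mM HEPES pH 7.5, 50 mM NaCl, 5 uM MgCl2, 0.05% BSA, 1 mM DTT. OMFP (added at 50 uM) then reacted 10 min; fluorescence read at 485/525 nm.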
ASM inhibitor = Inhibitors of Secretory Acid Sphingomyelinase (S-ASM): qHTS. 340,000 compounds, 0.006% hits. Sphingomyelin phosphodiesterase (Homo sapiens), P17405. Potency, µM (series often up to 57.5 µM), for inactives: top-dose activity change, negative = inhibition, usual class: inhibitors. AID 504937, 2011. placental ASM, HMU-PC fluorogenic substrate, 60 min; note: potency is the fitted concentration of half-maximal effect
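Fluorogenic HMU-PC substrate (9 uM final) is turned over by placental ASM in 60 min at 37 C after a 10 min compound preincubation. Reaction ended by alkaline stop (pH 10), with fluorescence read at 386/447 nm.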
Starred values were filed as active, the others as inactive; ? = inconclusive; . = no result given; [ ] = dose if it differs, or a comment. Unless noted, calls come from the whole dose curve; as a rule, active = well fitted curve in the direction sought with a large enough effect; inconclusive = small, poorly fitted or top-dose-only effect, or another doubt; inactive = no such curve, though single readings can be large; an effect the other way counts as inactive or inconclusive. The list is partial; rates above refer to the full screens.

SMILES	Chronic BCR inh	PKM2 act	KCNH2 WT inh	USP2a inh	Menin MLL FP TR	MBNL1-CUG inh	TSHR antagonist	Mito fusion yeast	GALK inh	Eya2 phos inh	ASM inhibitor
COCCn1c(-c2ccc(Br)cc2)nc2oc3cc(OC)ccc3c(=O)c2c1=O	0%	-4%	19	0%	.	?	-16	3%	12%	-13%	-5%
Cn1cc(S(=O)(=O)NC2CCCC2)c(=O)n(C)c1=O	?	.	-13	0%	.	.	0	-1%	.	3%	2%
COc1cc(NC(=S)N2CCN(c3ccccn3)CC2)c(OC)cc1Cl	6%	8%	-1	4%	-3%	.	7	-2%	0%	-10%	1%
COC(=O)c1cc2c(ccn2-c2ccc(F)cc2)n1Cc1ccc(OC)cc1	2%	8%	-21	-1%	-1%	.	-1	10%	-1%	-1%	-3%
Cc1ccc2ncnc(NCCC(=O)O)c2c1	3%	-2%	-5	3%	-6%	6%	6	-2%	-1%	6%	2%
O=S(=O)(Oc1ccccc1/C=N/n1cnnc1)c1ccccc1	0%	0%	-2	1%	4%	-3%	-2	-3%	6%	-7%	7%
Cc1ccc(-c2nc(NC(=O)CSc3nnnn3-c3ccccc3)ns2)cc1	4%	-22%	-3	-6%	-14%	-7%	19	-1%	-1%	-11%	-9%
CC(C(=O)NCCc1ccc(F)cc1)N1CCN(Cc2ccccc2)CC1 (configuration not stated)	2%	-9%	16	-1%	-5%	4%	8	1%	0%	-6%	1%
C/C(=C\C(=O)OCC(=O)NCc1ccccc1)C(=O)OCC(=O)NCc1ccccc1	?	-18%	18	3%	59%[activator]	.	21	1%	1%	2%	3%
O=C(COC(=O)c1ccc(O)cc1)Nc1ccc(OC(F)F)cc1	-4%	-3%	1	-2%	?	-10%	-4	11%	16%	1%	-3%
COc1ccc(N(CC(=O)NCCSc2ccccc2)S(=O)(=O)c2ccccc2)cc1OC	?	-5%	28	1%	.	-2%	-2	1%	-5%	6%	0%
CSc1ccc(/C=C/C(=O)NC(=O)c2ccccc2O)cc1	?	0%	-1	0%	?	12%	-28	17%	0%	0%	-1%
Cc1ccc2c(c1)C(c1ccc(F)cc1)N(C(=O)c1cc3ccccc3oc1=O)CC(=O)N2 (configuration not stated)	-1%	2%	-5	0%	-9%	11%	31	-1%	.	-2%	-9%
Cc1nc2oc3c(NCc4ccccc4)ncnc3c2c2c1COC(C)(C)C2	?	-1%	0	1%	?	-3%	-3	14%	-5%	-29%	-15%
CCc1ccc(NC(=O)/C(C#N)=C/c2ccncc2)cc1	6%	2%	19	1%	.	-4%	-3	1%	-6%	10%	-7%
COc1ccc(Nc2cc3n(c(=O)n2)CCc2cc(OC)c(OC)cc2-3)cc1	?	.	1	1%	-29%	?	25	21%	2%	0%	4%
COC(=O)CN1C(=O)CC(C)(C)Sc2ccccc21	5%	-1%	17	4%	-8%	-5%	-5	-2%	.	4%	-2%
COc1ccc(Cc2n[nH]c(=S)n2-c2ccc3c(c2)OCCO3)cc1	-12%	-1%	2	-2%	-8%	-1%	-2	-3%	0%	1%	2%
O=C(CN1C(=O)NC2(CCOc3ccccc32)C1=O)c1ccc[nH]1 (configuration not stated)	?	.	-8	0%	.	.	13	-6%	.	3%	6%
Cc1ccc(NC(=O)C(=O)NCCc2c[nH]c3ccccc23)cc1C	14%	-2%	5	-1%	?	-4%	9	1%	4%	8%	-1%
O=[N+]([O-])c1ccc(Oc2ccc(C(F)(F)F)cn2)cc1	?	0%	5	3%	0%	?	-6	-4%	0%	-13%	1%
COc1ccc(OCc2nnc(SCC(N)=O)n2N)cc1	4%	-1%	3	2%	-6%	1%	3	1%	-2%	6%	2%
O=C(COC(=O)c1cn(-c2ccccc2)nc1-c1ccc(F)cc1)Nc1ncc(Cl)cc1Cl	1%	3%	6	4%	?	0%	-7	1%	-1%	-10%	1%
CN(C1CCCCC1)S(=O)(=O)c1ccc(S(=O)(=O)N2CCN(C(=O)c3ccccc3F)CC2)cc1	?	-10%	3	2%	-13%	-1%	9	-3%	0%	-9%	-1%
CN(Cc1ccco1)C(=O)c1ccc(OC2CCN(Cc3ccccn3)CC2)cc1	0%	.	0	-1%	.	2%	0	1%	-1%	8%	2%
COc1ccc(CCNC(=O)NS(=O)(=O)c2ccc(C)cc2)cc1OC	1%	.	-15	6%	-13%	-8%	-3	6%	1%	-13%	1%
CCCC(c1nnnn1CCc1ccccc1)N1CCC(C(N)=O)CC1 (configuration not stated)	10%	-3%	3	-1%	4%	6%	1	-1%	0%	6%	4%
O=C(COC(=O)CN1C(=O)C2CCCCC2C1=O)Nc1cc(F)ccc1F (configuration not stated)	-3%	.	-5	0%	.	.	5	-7%	.	30%	1%
CCOC(=O)N1CCN(C(=O)CS(=O)(=O)c2cn(Cc3ccc(Cl)cc3)c3ccccc23)CC1	4%	-3%	2	2%	-8%	5%	-6	4%	-3%	12%	-1%
COc1cccc(CN(C)C(=O)C2CCN(S(=O)(=O)c3ccc(C)cc3)CC2)c1OC	-3%	.	-3	0%	.	.	3	-1%	.	-13%	0%
Cn1c(SCC(=O)N2CCOCC2)nc2cccnc21	2%	-4%	2	-1%	0%	0%	23	1%	-1%	-6%	0%
Cc1ccc2oc(C(=O)NC3CCS(=O)(=O)C3)cc(=O)c2c1 (configuration not stated)	1%	.	21	3%	.	23%	5	5%	-6%	-2%	-1%
CCOC(=O)Cc1nnc(Nc2cccc(O)c2)c2ccccc12	?	0%	-5	2%	1%	5%	-5	-1%	0%	32%	-2%
CCN(CC(=O)NCc1ccncc1)S(=O)(=O)c1ccc(OC)cc1	-5%	-3%	-2	-1%	2%	-3%	-5	1%	7%	4%	0%
CC(=O)NC(CC(=O)OCC(=O)N1CCN(S(=O)(=O)c2ccc(Cl)cc2)CC1)c1ccccc1 (configuration not stated)	-2%	.	-6	5%	.	.	0	2%	.	5%	2%
O=C(c1cc(COc2ccc(F)cc2Cl)on1)N1CCSCC1	-2%	0%	7	-2%	5%	3%	-24	-2%	-4%	-6%	1%
O=C(c1ccco1)N1N=C(c2ccc(Cl)cc2)CC1(O)C(F)(F)F (configuration not stated)	1%	1%	3	4%	?	-3%	-20	2%	1%	-4%	-5%
CCOC(=O)C1CCN(C(=O)c2cccs2)CC1	?	-8%	-7	4%	8%	-2%	0	-7%	0%	0%	-4%
COc1ccc(C(=O)Nc2cccc(N(C)S(C)(=O)=O)c2)cc1OC	-7%	-3%	-16	0%	-14%	-10%	.	-3%	0%	-9%	-1%
COc1ccc(/C=C/c2nnc(NC(=O)C(C)C)s2)cc1	-9%	-1%	5	0%	.	22%	-6	-2%	-1%	-1%	439%[activator]
Cc1c(Cl)cccc1N1C(=O)CC(N(O)c2ccccc2)C1=O (configuration not stated)	-12%	1%	0	-1%	13%	1%	-15	2%	-3%	4%	-2%
CCOc1ccccc1CNC(=O)CCNS(=O)(=O)c1ccc2[nH]c(=O)oc2c1	-6%	9%[0.46 µM]	6	1%	-4%	-9%	-2	-3%	4%	0%	3%

Compound activity deposited in PubChem BioAssay by National Center for Advancing Translational Sciences (NCATS).
